CBFb-RUNX1 inh: qHTS Assay for Compounds Blocking the Interaction Between CBF-beta and RUNX1 for the Treatment of Acute Myeloid Leukemia; Potency, µM (series often up to 59.8 µM), for the others: at the highest dose activity, negative = inhibition, most hits filed as inhibitors; AlphaScreen CBFb-His/RUNX1-biotin binding, biochemical; AID 1477, 2009; 230,000 tested, under 10 active; Runt-related transcription factor 1 (Homo sapiens) + Core-binding factor subunit beta …; also: % of control where 0% means no effect
Target sequence (Q01196 whole entry, looked up): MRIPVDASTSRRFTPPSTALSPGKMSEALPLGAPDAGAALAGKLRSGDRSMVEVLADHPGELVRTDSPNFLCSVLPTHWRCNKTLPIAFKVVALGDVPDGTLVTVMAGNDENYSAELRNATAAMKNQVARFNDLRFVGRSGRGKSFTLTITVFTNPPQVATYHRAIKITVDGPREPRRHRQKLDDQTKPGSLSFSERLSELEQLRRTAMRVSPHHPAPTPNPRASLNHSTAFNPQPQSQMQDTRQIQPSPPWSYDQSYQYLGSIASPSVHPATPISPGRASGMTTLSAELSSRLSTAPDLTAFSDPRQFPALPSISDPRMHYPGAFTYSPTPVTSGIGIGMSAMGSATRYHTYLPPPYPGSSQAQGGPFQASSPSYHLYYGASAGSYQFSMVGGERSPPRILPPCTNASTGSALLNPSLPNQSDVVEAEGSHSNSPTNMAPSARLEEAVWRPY
Target sequence (Q13951 whole entry, looked up): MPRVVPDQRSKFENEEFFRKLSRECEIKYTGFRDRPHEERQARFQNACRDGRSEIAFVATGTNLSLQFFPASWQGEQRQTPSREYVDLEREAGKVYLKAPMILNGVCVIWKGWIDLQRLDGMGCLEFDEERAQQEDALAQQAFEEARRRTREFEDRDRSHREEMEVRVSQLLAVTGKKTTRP
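CBFb-His/RUNX1-biotin, 30 nM each, preincubated 20 min RT; compound 15 min RT; Ni + streptavidin beads 50 ng each, 90 min RT; AlphaScreen read.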
IMPase Li cell: qHTS Assay for Identifying the Cell-Membrane Permeable IMPase Inhibitors: Potentiation with Lithium; CHO-M1 cells, IP1 TR-FRET (IP-One), carbachol + lithium; hit rate 0.35% among 210,000; Potency, µM (highest dose often 59.4 µM), for the others: at the highest dose activity, negative = IMPase inhibition, actives largely listed as inhibitors;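 also: IP1 builds up when IMPase is blocked and the TR-FRET signal falls; potency is read from the fitted curve at half-maximal effect; plate controls were basal vehicle for no effect and high inhibitor control for full effect; nearly all actives have a fitted effect of over 50% in size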
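CHO cells stably expressing M1 receptor (2000/well, cultured 16–30 h) treated 30 min at 37C with compound plus low lithium. Cytosolic IP1 by TR-FRET (665/620 ratio and 620 channel) after 10 min lysis; AC50 by Hill fit.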
KinaseGlo FLuc: Counterscreen for Luciferase (Kinase-Glo TM) Inhibition; Luciferin 4-monooxygenase (Photuris pensylvanica), Q27757; Potency, µM (top dose mostly 38.3 µM), without a hit: at the highest dose activity change, negative = inhibition, actives largely listed as inhibitors; hit rate 0.28% among 200,000; Kinase-Glo luciferase, ATP luminescence, 8 min; also: potency is read from the fitted curve at half-maximal effect; % is scaled to controls: 0 for no effect and ±100 for the full control effect; nearly all actives have a fitted effect of over 60% in size
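Compounds were added to a substrate mix at pH 7.2 (50 mM imidazole, 10 uM ATP, within the enzyme's linear range), followed by Kinase-Glo detection reagent; luminescence was measured after 8 minutes at ambient temperature.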
NPSR antagonist: qHTS Assay for Antagonists of the Neuropeptide S Receptor: cAMP Signal Transduction | hit rate 1% among 220,000 | AID 1461, 2008 | CHO-NPSR cells, cAMP TR-FRET, antagonist mode | Potency, µM (highest dose often 38.3 µM), for inactives: top-dose activity change, negative = inhibition, hits mostly inhibitors | Q6W5P4; also: potency is read from the fitted curve at half-maximal effect; % is scaled to controls: 0 for no effect and ±100 for the full control effect; nearly all actives have a fitted effect of over 50% in size; many of its hits are not listed in these tables
Target sequence (Q6W5P4 whole entry, looked up): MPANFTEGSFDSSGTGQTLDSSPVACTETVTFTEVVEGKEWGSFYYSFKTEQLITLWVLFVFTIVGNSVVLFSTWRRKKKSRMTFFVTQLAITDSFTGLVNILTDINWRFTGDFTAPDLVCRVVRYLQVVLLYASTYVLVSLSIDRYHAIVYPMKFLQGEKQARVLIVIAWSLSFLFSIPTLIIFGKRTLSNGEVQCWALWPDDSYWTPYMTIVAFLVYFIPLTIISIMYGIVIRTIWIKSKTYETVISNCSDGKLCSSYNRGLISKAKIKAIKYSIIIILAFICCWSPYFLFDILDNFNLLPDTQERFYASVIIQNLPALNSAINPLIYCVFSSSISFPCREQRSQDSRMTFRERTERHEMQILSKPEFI
HTT aggregate: qHTS Multiplex Assay to Identify Dual Action Probes in a Cell Model of Huntington: Aggregate Formation (GFP). PC12 HttQ103-GFP aggregates, Acumen cytometry, 40 h. Potency, µM (top dose mostly 46.1 µM), for inactives: at the highest dose activity change, negative = inhibition, most hits filed as inhibitors. hit rate 1.1% among 220,000. AID 1688, 2009; also: potency is read from the fitted curve at half-maximal effect; % is scaled to controls: 0 for no effect and ±100 for the full control effect; nearly all actives have a fitted effect of over 60% in size
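PC12/HTTQ103-GFP, ecdysone-inducible; teb 100 nM; cpd qHTS titration; GFP aggregates read on laser cytometer, Ex 488/Em 500-530 nm.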
LMNA splice mod: qHTS Assay for Modulators of Lamin A Splicing. Potency, µM (top dose mostly 46.1 µM), without a hit: top-dose ratio change, negative = inhibition, usual class: inhibitors. hit rate 0.01% among 200,000. HeLa LMNA splicing GFP/RFP minigene ratio, 48 h; active = well fitted inhibition curve with a large enough effect in the signal ratio, with a control signal flat, not every such curve was filed as active; inconclusive = small, poorly fitted or top-dose-only effect, or effect the other way, or a change in a side signal; the % refers to the signal ratio; also: potency is read from the fitted curve at half-maximal effect; % is scaled to controls: 0 for no effect and ±100 for the full control effect
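S3 HeLa cells stably expressing lamin A-EGFP splicing minigene plus DsRed2, 600 cells/well, 48 h compound exposure at 37C. Laser-scanning cytometry; analysed as GFP (500-530 nm)/RFP (575-640 nm) total intensity ratio; 0.5% DMSO vehicle.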
Epigenetic derep: Quantitative High-Throughput Screen for Regulators of Epigenetic Control. murine LDR cells, GFP reporter derepression, 30 h. Potency, µM (doses to about 53.9 µM), inactives show at the highest dose GFP activation, actives largely listed as activators. hit rate 0.2% among 280,000. AID 1865, 2009; also: potency is read from the fitted curve at half-maximal effect; % of control where 0% means no effect; nearly all actives have a fitted effect of over 60% in size
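In this reporter-derepression format, murine cells bearing a silenced integrated CMV-GFP locus incubate with test compound (30 h, 37 C), then are washed and imaged; fluorescent objects of 20–120 um count as induced cells.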
Active calls of the source: *; ? = inconclusive; nt = not tested or not shown; [ ] = remark or other dose. Unless noted, calls follow the shape of the dose curve; as a rule, active = well fitted curve in the direction sought with a large enough effect; inconclusive = small, poorly fitted or top-dose-only effect, or another doubt; inactive = no such curve, though single readings can be large; an effect the other way counts as inactive or inconclusive. Some of the compounds tested (hit frequency here may not be typical).

SMILES | CBFb-RUNX1 inh | IMPase Li cell | KinaseGlo FLuc | NPSR antagonist | HTT aggregate | LMNA splice mod | Epigenetic derep
O=C(N1CCCCCC1)n1c(Cc2ccccc2)nc2ccccc21 | 6% | 10% | 1% | -1%[46.1 µM] | ? | -2% | -1.2%
C=CCN(c1ccccc1Cl)S(=O)(=O)c1cccc(C(=O)NCCc2ccc(OC)cc2)c1 | 2% | 4% | -3% | -33% | ? | ? | -2.0%
Clc1ccccc1-c1nnc2sc(-c3ccncc3)nn12 | -6% | 3%[38.3 µM] | -3% | -1%[46.1 µM] | ? | -2% | 0.2%
O=C1CCCN1CN1CCCCC1 | 7% | -1%[38.3 µM] | -5% | 1%[46.1 µM] | 21% | 7% | 0.0%
O=C(c1cc(-c2ccccc2)nc2ccccc12)N1CCCc2ccccc21 | -6% | 13% | -1% | -37% | -11% | ? | 1.9%
CC(=O)NC(c1ccc([N+](=O)[O-])cc1)c1c(O)ccc2ccccc12 (stereo not drawn) | -5% | 1% | 0% | -34% | 0%[9.22 µM] | 4%[46 µM] | 1.5%
Clc1ccc(OCCn2cnc3ccccc32)c(Cl)c1 | 11% | 2% | -1% | -14%[46.1 µM] | -26% | ? | -6.4%
CCCN(CCC)S(=O)(=O)c1ccc(C(=O)NCc2ccc3c(c2)OCO3)cc1 | 3% | 11%[38.3 µM] | -1% | ? | 1% | -3% | 0.0%
CCOC1(OCC)C(c2ccc(N)cc2)C(C#N)(C#N)C1(OCC)OCC (stereo not drawn) | 1% | 18%[38.3 µM] | -3% | -27%[46.1 µM] | 17% | 12% | 5.8%
O=C(/C=C/c1ccc(F)cc1)c1cc(Br)ccc1O | 18% | nt | nt | ? | -3%[9.22 µM] | nt | -1.0%
C=CCOc1c(Br)cc(C2C3=C(CCCC3=O)N(C)C3=C2C(=O)CCC3)cc1OCC | 11% | -30% | 1% | -5% | 1% | -9% | -1.1%
CC(C)NS(=O)(=O)c1ccc(CCC(=O)N2CCCC2)cc1 | 6% | -2% | 0% | 7% | nt | nt | 1.1%
CCOc1ccc(Nc2ccc(N3C(=O)CCC3=O)cc2[N+](=O)[O-])cc1 | -26% | 6% | -4% | -8% | -18% | nt | -0.1%
Cc1nnc(NC(=O)CSc2ccc(-c3ccc(Cl)cc3)nn2)s1 | 12% | -12% | -2% | -12% | 8% | ? | 0.0%
CC(C)(C)c1ccc(C(=O)c2c[nH]c(C(=O)NCCCN3CCOCC3)c2)cc1 | 13% | -1% | 3% | -5%[46.1 µM] | 9% | -4% | -0.9%

6 compounds from above, ordered by their value in HTT aggregate, rising.
structure	HTT aggregate
Clc1ccc(OCCn2cnc3ccccc32)c(Cl)c1	-26%
CCOc1ccc(Nc2ccc(N3C(=O)CCC3=O)cc2[N+](=O)[O-])cc1	-18%
C=CCOc1c(Br)cc(C2C3=C(CCCC3=O)N(C)C3=C2C(=O)CCC3)cc1OCC	1%
Cc1nnc(NC(=O)CSc2ccc(-c3ccc(Cl)cc3)nn2)s1	8%
CC(C)(C)c1ccc(C(=O)c2c[nH]c(C(=O)NCCCN3CCOCC3)c2)cc1	9%
O=C1CCCN1CN1CCCCC1	21%

Three compounds picked at random from the list so far, as already listed:
SMILES | CBFb-RUNX1 inh | IMPase Li cell | KinaseGlo FLuc | NPSR antagonist | HTT aggregate | LMNA splice mod | Epigenetic derep
O=C(c1cc(-c2ccccc2)nc2ccccc12)N1CCCc2ccccc21 | -6% | 13% | -1% | -37% | -11% | ? | 1.9%
Clc1ccc(OCCn2cnc3ccccc32)c(Cl)c1 | 11% | 2% | -1% | -14%[46.1 µM] | -26% | ? | -6.4%
CCOc1ccc(Nc2ccc(N3C(=O)CCC3=O)cc2[N+](=O)[O-])cc1 | -26% | 6% | -4% | -8% | -18% | nt | -0.1%

Following part:
SMILES | CBFb-RUNX1 inh | IMPase Li cell | KinaseGlo FLuc | NPSR antagonist | HTT aggregate | LMNA splice mod | Epigenetic derep
O=C(O)c1ccc2c(c1)OCO2 | nt | -6% | -6% | nt | nt | -5% | 3.6%
O=C(COc1ccc(F)cc1)N1CCC(c2ccccc2)C1 (stereo not drawn) | 6% | 15% | -5% | -1%[46.1 µM] | 14% | 1% | 1.8%
O=C(/C=C/c1ccccc1)c1ccc2c(c1)OCCCCO2 | -9% | 22%[38.3 µM] | -11% | -27%[46.1 µM] | 14% | ? | ?
CCC(Oc1ccc2ccccc2c1)C(=O)O (stereo not drawn) | -3% | 15%[38.3 µM] | 3% | 7%[46.1 µM] | -2% | 3% | -1.1%
COC(=O)c1ccccc1NC(=S)NC(=O)c1cccc2ccccc12 | -11% | -6%[38.3 µM] | -3% | -26%[46.1 µM] | -7% | 4% | 0.0%
COc1ccc(CCNC(=O)c2nonc2N)cc1OC | 9% | 19%[38.3 µM] | 3% | 11%[46.1 µM] | -1% | 1% | -2.1%
CC(C)C(=O)Nc1ccc2c(c1)nc1n2CCSC1 | 5% | 21%[38.3 µM] | 0% | -4%[46.1 µM] | 23% | -6% | 0.0%
Cc1cccc(NC(=O)CN2C(=O)S/C(=C\C(=O)Nc3ccc(Cl)cc3)C2=O)c1 | -4% | -3% | 6% | -4% | 7% | -1% | 1.0%
Cc1cc(NC(=O)CSc2nnc(-c3ccco3)n2Cc2ccco2)no1 | 2% | 1%[38.3 µM] | 0% | -1%[46.1 µM] | -4% | 6% | 0.9%
O=C(NCc1cccnc1)c1ccccc1CCc1ccccc1 | -1% | 13% | 2% | -7% | 9% | 8%[46 µM] | -2.3%
C/C(=N\NC(=O)Cc1ccc(F)cc1)c1ccc(F)cc1 | 3% | 1% | 0% | 9% | -15% | 0% | -1.0%
Cc1cccc(OCc2nc3c4c(ncn3n2)-c2ccccc2CC42CCCC2)c1 | 1% | 5% | -3% | -20% | -10% | -2% | -1.0%
O=C(NCCC1=CCCCC1)C1CCN(c2nc3ccccc3o2)CC1 | -1% | 13%[38.3 µM] | 6% | 5%[46.1 µM] | 4%[9.22 µM] | 7% | 1.8%
O=C(NCc1ccccn1)C(=O)N/N=C/c1ccc2c(c1)OCO2 | 6% | 1% | -3% | -7% | -31%[9.22 µM] | 18%[46 µM] | -1.1%
O=C(NNS(=O)(=O)c1ccc(Br)cc1)NC1CCCCC1 | -22% | -11% | -1% | -6% | 16% | -7% | 0.0%
Cc1ccc(/C=C/C(=O)Nc2ccc(S(=O)(=O)Nc3ncccn3)cc2)cc1 | 15% | -4% | 2% | -26% | 21% | nt | -2.5%
O=C(NCCCn1ccnc1)c1ccc(Br)o1 | 1% | -3%[38.3 µM] | -1% | -11%[46.1 µM] | 6%[9.22 µM] | 5% | -1.4%
COc1ccc(C(C)=O)cc1CSc1nnc(Nc2c(C)cccc2C)s1 | 0% | 17% | -1% | -1% | 19% | -11% | -0.9%
Cn1c2c(c3ccccc31)CC/C2=N\O | -3% | 4%[38.3 µM] | -3% | 5%[46.1 µM] | -29% | 4% | -1.0%
COc1ccc(C[C@@H]2CN3C(=NC[C@@H]3C)N2C[C@H](C)NC(=O)c2ccc(C)c(Br)c2)cc1 | 0% | 3% | nt | 28% | 12%[9.22 µM] | nt | 2.0%
Nc1nc2ccc(C(=O)Nc3ccccc3)cc2s1 | 2% | nt | nt | 3%[46.1 µM] | 23% | ? | -6.4%
O=C(NCc1csc2ccccc12)Nc1cc(Cl)cc(Cl)c1 | 5% | nt | nt | -11% | -14%[9.22 µM] | nt | 1.0%
COc1ccc(-n2nnc3c(SCC(=O)OCc4ccccc4)ncnc32)cc1 | 4% | -4%[38.3 µM] | -1% | 0%[46.1 µM] | 24% | 3% | -1.1%
Cc1ccc(C2=CC(c3cccs3)n3nnnc3N2)cc1 (stereo not drawn) | -1% | 0%[38.3 µM] | -2% | -5%[46.1 µM] | -17% | 0% | 1.9%
COc1ccc(NS(=O)(=O)c2cccc(NC(=O)c3ccc(Cl)nc3)c2)cc1 | -3% | 20% | -2% | -52% | 2.5µM* | -11%[46 µM] | 1.1%
CCc1ccc2nc3sc(C(=O)Nc4nnc(CC)s4)c(N)c3cc2c1 | -25% | -5%[38.3 µM] | -7% | -29%[46.1 µM] | -4% | -3% | 1.0%
Cn1c2c(c(=O)n(C)c1=O)CN(CC1CCCO1)CN2 (stereo not drawn) | 3% | nt | nt | 0%[46.1 µM] | -9% | 0% | -3.9%
COc1ccc(-c2nn(-c3ccccc3)cc2/C=N/N=C(N)N)cc1OC | -4% | 10% | -1% | -18% | 9% | -13% | -0.9%
Nc1nnc(-c2ccc(Cl)cc2Cl)s1 | -2% | 3% | 1% | -23% | 1%[9.22 µM] | 24%[46 µM] | 3.0%
CC(C)c1ccc(NC(=O)C2=NNC(=O)CC2)cc1 | 1% | nt | nt | -25% | -13%[9.22 µM] | nt | 2.4%
O=S(=O)(c1cccc(NC(=S)NCc2ccco2)c1)N1CCOCC1 | 0% | 4% | 0% | 2% | -1% | 6% | -1.0%
Nc1nc2n(n1)C(c1ccc(Cl)cc1)CC(c1ccc(F)cc1)N2 (stereo not drawn) | -5% | 7% | -1% | 0% | 13% | -17% | 0.0%
CC(=O)Nc1ccc(Cc2nc3c([nH]2)c(=O)n(C)c(=O)n3C)cc1 | 4% | nt | nt | -19% | -1%[9.22 µM] | nt | -0.2%

Shown as a hit in HTT aggregate, of those listed so far:
compound | CBFb-RUNX1 inh | IMPase Li cell | NPSR antagonist | HTT aggregate | LMNA splice mod | Epigenetic derep
COc1ccc(NS(=O)(=O)c2cccc(NC(=O)c3ccc(Cl)nc3)c2)cc1 | -3% | 20% | -52% | 2.5µM* | -11%[46 µM] | 1.1%

Bioassay records: PubChem, National Center for Advancing Translational Sciences (NCATS)
